# PRMT1 FP inh – PRMT1 methyltransferase inhibitors, primary screen, biochemical, fluorescence polarization; AID 652257, 2013; recombinant PRMT1, activity-based probe fluorescence polarization; 370,000 tested, 1.3% active; Protein arginine N-methyltransferase 1 (Homo sapiens), Q99873; inhibition, % at 2.79 µM;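 active = inhibition above about 21% made by adding two undisclosed values, limit read from the data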
# LEDGF integ inh – blockers of LEDGF/p75-dependent integrase strand transfer – biochemical, TR-FRET, high throughput, primary screen; TR-FRET IN-LEDGF/p75 DNA integration, Eu/Cy5; inhibition, % at 3.7 µM; HIV-1 integrase (with human LEDGF/p75); 370,000 tested, 0.64% active;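 active = inhibition above the screen-wide mean plus 3 SD, cut at about 13% in these data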;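 note: signal is the Cy5 over europium emission ratio at 671 and 618 nm; 0% = plate median of compound wells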
# NR1D1 modulator – modulators of Rev-erb alpha DNA binding, primary screen, biochemical, FITC-DNA, fluorescence polarization, uHTS. Rev-erbα–FITC-DNA binding, 90 min. activity, % at 10 µM. 370,000 tested, 0.79% active;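 active = activity above about 14%, limit read from the data; passing the limit was not always enough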;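 note: 0% = DMSO wells with 35 nM protein and 100% = DMSO wells with 750 nM protein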
# TCR CD3 inh – inhibitors of human TCR-CD3 interaction, primary screen, biochemical, fluorescence, TAMRA-labeled TCR probe. 360,000 tested, 0.37% active. T-cell receptor (TCR). inhibition, % at 9.4 µM. AID 651800, 2012; in the data active = inhibition above about 19%;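 note: recombinant mutant TCR 2C K166C tagged with TAMRA read by polarization; 0% = receptor in buffer alone and 100% = receptor with positive control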
# rCAG binder – binders of r(CAG) RNA repeats, primary screen, biochemical, fluorescence; r(CAG) RNA repeat, TO-PRO-1 dye displacement fluorescence; inhibition, % at 3 µM; 370,000 tested, 1.3% active; AID 651821, 2012;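 active = inhibition above the plate cutoff, the mean of all test compounds on that plate plus 3 SD, cut at about 35% in these data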;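 note: 0% = DMSO alone and 100% = 100 µM mitoxantrone as full dye displacement; higher means more dye released from RNA so lower well fluorescence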
# PG9 binder – binders of HIV-1 gp120 antibody PG9, primary screen, biochemical, TR-FRET | TR-FRET gp120-PG9 antibody binding | HIV-1 gp120 / PG9 antibody interaction | 360,000 tested, 0.43% active | inhibition, % at 6.7 µM; in the data active = inhibition above about 8.5%
# UHRF1 binding – UHRF1 methylated DNA binding inhibitors, primary screen, counter-screen for MBD2 inhibitor project, biochemical, TR-FRET, human UHRF1, single concentration; UHRF1 binding to methylated oligo; E3 ubiquitin-protein ligase UHRF1 (Homo sapiens), Q96T88; 370,000 tested, 0.75% active; inhibition, % at 4.4 µM; AID 687016, 2013; in the data active = inhibition above about 21%;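 note: UHRF1 SRA domain binding a hemimethylated CpG hairpin DNA probe; 0% = median of test compound wells and 100% = reference inhibitor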
# Target sequence (Q96T88 whole entry, looked up, the tested form may be a part): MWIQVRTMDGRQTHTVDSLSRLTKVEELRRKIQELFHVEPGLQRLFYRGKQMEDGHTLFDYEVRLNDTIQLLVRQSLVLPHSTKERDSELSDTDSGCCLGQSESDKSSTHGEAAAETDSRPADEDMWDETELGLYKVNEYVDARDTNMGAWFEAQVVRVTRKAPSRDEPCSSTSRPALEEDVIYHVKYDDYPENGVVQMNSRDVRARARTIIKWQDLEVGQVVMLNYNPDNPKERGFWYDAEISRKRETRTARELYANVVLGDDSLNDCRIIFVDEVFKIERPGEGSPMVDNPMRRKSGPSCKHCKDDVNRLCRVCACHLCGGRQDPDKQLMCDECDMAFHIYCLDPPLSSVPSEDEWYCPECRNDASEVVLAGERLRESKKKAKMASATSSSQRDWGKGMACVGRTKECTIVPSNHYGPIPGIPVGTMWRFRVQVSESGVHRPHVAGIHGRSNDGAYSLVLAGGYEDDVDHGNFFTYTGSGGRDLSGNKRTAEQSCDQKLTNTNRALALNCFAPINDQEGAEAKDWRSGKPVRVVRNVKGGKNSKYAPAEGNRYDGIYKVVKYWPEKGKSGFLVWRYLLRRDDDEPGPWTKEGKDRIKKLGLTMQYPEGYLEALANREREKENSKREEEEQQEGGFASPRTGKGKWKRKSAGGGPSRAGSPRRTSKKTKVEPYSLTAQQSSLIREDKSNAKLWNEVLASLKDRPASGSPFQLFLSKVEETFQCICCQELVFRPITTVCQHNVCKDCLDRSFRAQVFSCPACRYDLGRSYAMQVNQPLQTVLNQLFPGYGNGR
# ABHD4 inh – ABHD4 inhibitors, primary screen, biochemical, fluorescence polarization, mouse; purified mABHD4, FP-Rh probe fluorescence polarization; inhibition, % at 8.92 µM; 370,000 tested, 0.54% active; AID 720543, 2013;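 active = inhibition exceeding the mean over every tested compound plus 3 SD, cut at about 30% in these data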;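 note: 0% = plate median of compound wells and 100% = S159A mutant with DMSO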
# Target sequence (Q8VD66 whole entry, looked up): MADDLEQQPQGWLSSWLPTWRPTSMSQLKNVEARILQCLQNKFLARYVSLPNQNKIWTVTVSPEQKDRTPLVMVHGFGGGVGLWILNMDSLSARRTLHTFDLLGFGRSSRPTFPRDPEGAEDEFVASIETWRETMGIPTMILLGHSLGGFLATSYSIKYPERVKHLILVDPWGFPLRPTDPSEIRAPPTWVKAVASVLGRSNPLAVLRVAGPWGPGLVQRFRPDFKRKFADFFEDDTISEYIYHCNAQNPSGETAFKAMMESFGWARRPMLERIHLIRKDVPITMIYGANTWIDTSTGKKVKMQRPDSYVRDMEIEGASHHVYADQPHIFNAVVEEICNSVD
#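 Doses – 8.92 µM, single dose · Material – wild-type mouse ABHD4 protein · Replication – single well per compound (singlicate) · Measure – percent inhibition of probe binding, normalized to plate controls · Schedule – 45 min compound pre-incubation plus 60 min probe step, 25 °C · Detection – fluorescence polarization with parallel and perpendicular emission, 525/598 nm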
# HTRA1 inhibitor – HTRA1 serine protease inhibitors, primary screen, biochemical, fluorescence polarization, HTS; 340,000 tested, 0.5% active; recombinant HTRA1, FP-rhodamine activity-based probe; Q92743; AID 504803, 2011; inhibition, % at 5.96 µM; in the data active = inhibition above about 36%;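 note: 0% = enzyme with DMSO and 100% = wells lacking enzyme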
# MBD2 DNA inh – inhibitors of MBD2 binding to methylated DNA, primary screen, biochemical, TR-FRET, DNA-binding domain, human; Methyl-CpG-binding domain protein 2 (Homo sapiens), Q9UBB5; MBD2 binding to methylated oligonucleotide; inhibition, % at 4.4 µM; 370,000 tested, 0.31% active; in the data active = inhibition above about 13%
# * marks the source's active call; other numbers are inactive results; / = no result given.
SMILES,PRMT1 FP inh,LEDGF integ inh,NR1D1 modulator,TCR CD3 inh,rCAG binder,PG9 binder,UHRF1 binding,ABHD4 inh,HTRA1 inhibitor,MBD2 DNA inh
CC(=O)c1ccc(N/C=C\C(=O)c2ccc(C)cc2)cc1,-1,0,20,3,-3,0.6,2,-5,-1,0
CCCc1c(C(=O)N/N=C(\C)c2ccc(O)cc2)nnn1-c1nonc1N,0,0,-4,-1,2,-1.3,-1,5,0,-3
Cc1ccc(/C=C/C(=O)NN2CCN(C)CC2)cc1,-2,0,3,5,-3,-2.1,1,8,2,-3
CCOC(=O)c1[nH]c(C)c(C(=O)NCc2ccc(Cl)cc2)c1C,0,5,-2,0,-2,-2.8,-3,-2,-2,-2
COc1ccc(C)cc1N(C)C(=O)Cc1c(C(=O)O)n(C)c2ccccc12,8,-3,-4,-9,14,-0.9,7,-1,5,6
COc1ccc(C(=O)NNC2=CC(=O)CC(C)(C)C2)cc1,3,-3,1,-5,2,-1.7,1,4,6,4
Cc1cccc(-c2cc(C(=O)Nc3sc(C)c(C)c3C(N)=O)c3ccccc3n2)c1,-2,-4,4,1,11,-0.3,-1,-13,-10,-7
COC(=O)c1ccc2c(=O)n(CC3CCCO3)c(SCC(=O)Nc3ccccc3Cl)nc2c1 (configuration not stated),0,0,7,-1,0,2.1,-5,-1,-4,3
O=c1c2c(nc3c(-c4ccccc4)c[nH]n13)CCC2,0,10,8,7,6,-2.1,-1,6,-1,4
Cn1nc(-c2ccccc2)c(CSc2ccccc2Cl)c1Cl,-2,1,5,-5,4,-0.8,-2,-5,-22,-1
COc1ccc(NC(=O)CSc2nc(C)cs2)c(OC)c1,7,-2,-2,-5,-1,1.6,1,4,9,1
COc1ccccc1NS(=O)(=O)c1cccc(-n2c(O)c(C=Nc3ccccc3C(=O)O)c3ccccc3c2=O)c1,4,-2,-5,2,91*,1.3,-2,17,-56,-5

# Full records, quoted from the list. Order of screens: PRMT1 FP inh	LEDGF integ inh	NR1D1 modulator	TCR CD3 inh	rCAG binder	PG9 binder	UHRF1 binding	ABHD4 inh	HTRA1 inhibitor	MBD2 DNA inh
# COc1ccccc1NS(=O)(=O)c1cccc(-n2c(O)c(C=Nc3ccccc3C(=O)O)c3ccccc3c2=O)c1 in the list: 4	-2	-5	2	91*	1.3	-2	17	-56	-5
# Cc1ccc(/C=C/C(=O)NN2CCN(C)CC2)cc1 in the list: -2	0	3	5	-3	-2.1	1	8	2	-3
# Cn1nc(-c2ccccc2)c(CSc2ccccc2Cl)c1Cl in the list: -2	1	5	-5	4	-0.8	-2	-5	-22	-1

# Further structures.
SMILES,PRMT1 FP inh,LEDGF integ inh,NR1D1 modulator,TCR CD3 inh,rCAG binder,PG9 binder,UHRF1 binding,ABHD4 inh,HTRA1 inhibitor,MBD2 DNA inh
O=C(Nc1cc(C(F)(F)F)ccc1-n1cncn1)c1cn2ccccc2n1,5,-2,-6,-1,1,0.7,-2,0,-10,3
CN(C)c1ccc(C2Nc3ccccc3C(=O)N2CCN2CCNC2=O)cc1 (configuration not stated),0,-3,2,7,-4,-4.3,-1,-6,2,-4
COc1ccccc1CNC(=O)COC(=O)c1ccc(NC(N)=O)cc1,2,-1,-5,-4,4,1.1,0,2,-9,4
N#CCCOC1(C#CCN2CCCC2)CCCCC1,8,-6,-1,-14,-6,1.2,5,-7,0,6
O=C(OCC(=O)N(C1CCCCC1)C1CCCCC1)c1ccc(O)cc1,-1,6,-3,3,-1,-0.1,-2,0,-2,-2
CCCCCCNC(=O)c1ncn[nH]1,-3,-3,-1,4,-3,-1.5,-1,-5,8,-3
CCn1cc(C(=O)Nc2sc(C)c(C)c2C(=O)OC)cn1,14,0,8,0,-3,2.5,6,-4,-1,4
C=CCN1CCN(C(=O)CCCc2ccccc2)CC1,17,2,-8,13,-7,-3.8,-1,-4,0,-5
S=c1nc[nH]c2c1cnn2Cc1ccccc1,-3,-4,10,4,3,-2.5,-4,-2,1,0
CCc1ccccc1NS(=O)(=O)c1ccc2[nH]cc(C(=O)NCC3CCCO3)c(=O)c2c1 (configuration not stated),-1,-2,7,8,8,7.9,1,-8,-19,-1
CC(Sc1nncn1C)C(=O)Nc1nnc(C(C)C)s1 (configuration not stated),6,-2,2,-9,-1,0.9,1,4,10,-4
O=C(COC(=O)c1cncc(Br)c1)Nc1ccc(F)c(F)c1F,-2,2,-1,5,3,-0.6,-1,5,-14,-2
COc1ccccc1Nc1nc2ccccc2n1C,3,1,4,5,2,-0.8,2,-2,-6,-7
C[C@H]1COC(=O)[C@@H](Cc2ccc(F)cc2)C/C=C\C[C@H](CC(=O)N(CCO)Cc2ccccc2)C(=O)N1,1,1,-1,3,-2,1.0,3,-14,3,8
Cc1cccc(NC(=O)c2cccc(S(=O)(=O)N3CCCCC3)c2)c1,0,0,2,-1,8,-0.7,1,-5,-37,0
O=C(Nc1ccc(F)c(Cl)c1)c1cc(C2CCCCN2C(=O)C2CC2)on1 (configuration not stated),0,1,-4,3,2,-0.7,-7,7,/,1
Cc1ccc(OCC(=O)NCCCNC(=O)c2ccccn2)cc1C,-4,-1,-4,1,-1,-1.6,5,0,-6,-2
CCOC(=O)C1(CCc2ccccc2)CCN(Cc2ccc(O)cc2)CC1,-3,3,-2,8,-7,-1.1,0,-1,-1,1
COC(=O)c1ccc(NC(=S)NC2CC2)cc1,1,0,-5,6,1,1.3,1,-2,-12,-3
Cc1ccc2c(Cl)c(C(=O)NCCCN3CCOCC3)sc2c1,6,-3,-1,0,8,1.2,-3,7,-8,1
CC(=O)Nc1ccc(NC2CCCCC2NS(=O)(=O)c2ccccc2)cc1 (configuration not stated),3,-2,-1,-8,-2,-2.4,-2,3,-6,1
CCc1ccccc1NC(=S)N(CCN1CCCCCC1)Cc1ccco1,-6,4,2,3,-4,0.2,1,-2,0,-6
CC(C)Nc1nnc(SCC(=O)Nc2sccc2C#N)s1,-2,-3,-7,-13,9,-1.6,1,5,-4,-1
COc1ccc(-n2c(C)ccc2C)c([N+](=O)[O-])c1,2,-4,6,6,3,-2.9,-7,8,3,-6
O=C(Nc1ccc(Cl)cc1)Nc1ccc(Oc2cccnc2)nc1,1,0,-5,7,5,0.9,-1,-6,-10,0
CCOC(=O)Nc1ccc2c(c1)N(C(=O)CCN1CCN(C)CC1)c1ccccc1S2,0,1,-2,4,-5,-1.4,4,9,12,-2
CCOC(=O)CSc1nc2c(sc(=S)n2-c2ccccc2OC)c(=O)n1-c1ccccc1OC,1,1,0,-2,6,-1.9,0,-11,-21,-5
O=C(NN=Cc1cccc(O)c1O)c1ccccc1,7,2,-6,3,10,-2.9,-8,39*,/,-6
CC(=O)Nc1cc(-c2ccccc2CN(C)C)cn2c(-c3ccc(C(C)=O)cc3)cnc12,-4,-1,2,5,2,0.4,-2,5,/,0
CCN(C[C@H]1N[C@@](C)(C(=O)OC)[C@H]2C(=O)N(C)C(=O)[C@@H]12)C(=O)Nc1ccc(Cl)cc1,-4,-3,10,12,-1,0.2,-1,1,0,0
Nc1c(N(Cc2ccco2)C(=O)COc2ccccc2F)c(=O)[nH]c(=O)n1Cc1ccccc1,-1,5,13,-4,5,-1.8,1,-4,4,-3
CC(O)(c1ccc(F)c(F)c1)c1nc(-c2cccc(C#N)c2)cs1 (configuration not stated),-5,2,1,12,-1,0.7,-1,-23,/,-6
Cc1ccc(C)c(CSc2nnc(-c3cccnc3)o2)c1,-3,0,0,6,-10,0.5,-5,-3,-9,0
CC(C)Cc1cc(C(=O)N(C)C2CCCN(Cc3ccccc3F)C2)n(C)n1 (configuration not stated),-3,3,5,-4,-8,-4.2,2,-6,-1,-1
COc1ccc(CCN2C(=O)CN(Cc3ccccc3)CC2=O)cc1OC,1,-6,-6,3,-2,1.6,1,-2,3,3
Cc1cc(=O)oc(C)c1C(=O)Nc1ccccc1F,13,0,-6,-3,-1,1.1,2,-6,-1,6
Cc1c(Cc2ccccc2)c(NCCCO)n2c(nc3ccccc32)c1C#N,0,2,1,10,16,-0.7,-2,-6,/,-4
O=[N+]([O-])c1ccc(N2CCCCC2)s1,4,-2,23*,-4,-5,-2.9,-24,8,11,-27
COCCN(CC(=O)Nc1cccc(C)c1C)C(=O)c1cc(-c2ccncc2)nc2ccccc12,2,0,-1,0,9,0.3,-4,-4,0,3
C[C@H]1Cn2cnc(C(=O)Nc3cccc(Cl)c3)c2C(=O)N1,-5,-3,2,6,4,2.6,-3,-5,7,-3
CC(=O)OC1CCC2(C)C(=CCC3C2CCC2(C)C3CC3ON=C(C)C32)C1 (configuration not stated),-1,-4,-6,4,2,0.0,1,-8,7,-5
CCOC(=O)c1cnc2c(C(=O)OC)cccc2c1NCc1cccnc1,4,1,-2,-8,-6,-1.2,1,8,2,5
O=C(CCSCCc1ccccn1)Nc1c(F)c(F)c(F)c(F)c1F,0,0,-1,-2,-6,0.0,4,-2,-1,-1
CCOC(=O)CN1CCCc2nc(C)c(C)cc21,15,-4,2,11,3,-0.5,-2,5,/,-5
O=C(CCC(=O)OCC(=O)c1ccc(Cl)cc1)NC1CCCCC1,-2,6,-2,2,-5,-1.6,-3,-3,1,-2
COc1cccc(NC(=O)c2ccc(Cn3cc([N+](=O)[O-])cn3)o2)c1,0,2,2,0,-2,0.3,-5,-5,-4,3
Cc1nnc(SCCn2c(N3CCN(C)CC3)nc3c2c(=O)[nH]c(=O)n3C)s1,0,0,6,1,0,-3.0,1,-2,3,1
Cc1ccc(Cl)cc1N1CCN(C(=O)CCS(=O)(=O)c2cccc3nonc23)CC1,2,-2,7,1,3,0.1,-1,-4,-3,1
O=C(COC(=O)c1ccc2c(c1)S(=O)(=O)c1ccccc1C2=O)NC1CC1,-1,5,-2,5,1,-2.9,-4,-3,0,-9
CC1(C)CC2CC(C)(CN2CC(=O)C(C#N)c2ccccc2)C1 (configuration not stated),1,4,-4,5,2,-2.6,0,7,1,-2
O=C(Nc1ccccc1C(F)(F)F)O[C@@H]1CC[C@@]23CCCN2C(=O)CCC[C@H]3C1,4,-2,-2,/,/,/,0,3,/,-2
O=C(CNC(=O)C1CCCCC1)OCc1cc(=O)oc2ccc3ccccc3c12,7,-10,-1,-3,7,-0.8,2,-12,-3,7
N/C(Cc1nc(-c2ccc(Br)cc2)cs1)=N\O,2,-3,0,-4,1,2.1,0,-4,-8,0
O=C1NC(=O)N(c2ccc(Cl)cc2)C(=O)/C1=C/c1ccc2c(c1)CCN2Cc1ccccc1Cl,6,0,-1,-9,-2,-2.2,0,-7,0,-5
O=c1ccc(NS(=O)(=O)c2ccccc2)cn1Cc1ccc(Cl)c(Cl)c1,1,4,3,3,9,0.3,-6,-8,1,-1
CCOc1ccccc1C1CC(c2cccs2)=NN1S(C)(=O)=O (configuration not stated),-1,2,1,-8,0,-3.1,1,-7,/,1
Cn1cccc1C1(C(F)(F)F)NCCNC1=O (configuration not stated),2,1,-2,-4,-3,-0.1,1,-1,2,1

# Not all compounds are listed. The share of hits here may be higher or lower than overall.
